From PubChem
RAD52 anneal inh = inhibitors of human RAD52 DNA annealing. P43351. recombinant RAD52 DNA annealing, FRET fluorescence. inhibition, % at 18.7 µM. hit rate 0.46% among 360,000;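 active = every replicate showing at least 50% inhibition; inconclusive = mean inhibition at least 50% but not in every replicate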
F508del corr = CFTR F508del correction in bronchial cells | CFBE cells, YFP halide quenching; stimulated with forskolin plus potentiator P3; % fluorescence drop versus neutral controls | activity (quench increase), % at 7.58 µM | hit rate 0.36% among 350,000;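 active = mean added fluorescence quench of at least 8% versus neutral control, with both replicates also reaching 8%; inconclusive = only one of the mean or replicate conditions met; inactive = mean below 8% and not both replicates reaching 8%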;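 note: cells transiently co-express mutant CFTR-F508del with the halide-sensitive YFP; corrector assay measuring rescue of mutant channel to the surface after 24 h compound exposure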
RAD54 branch = inhibitors of human RAD54 branch migration; Q92698; RAD54 Holliday junction branch migration, FAM/BHQ fluorescence; inhibition, % at 10.4 µM; hit rate 0.14% among 360,000; AID 602329;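 active = mean normalized replicate activity at least 40 and at least half of replicates scoring 40 or more; inconclusive = only one of the two criteria met; inactive = mean below 40 and under half of replicates reaching 40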;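 note: 0% = median of neutral control wells and 100% = median of positive control wells; inhibitors cause a drop in the FAM fluorescence signal; in these data hits start at about 50%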
E-sel inducer = E-selectin induction on HUVECs; HUVEC E-selectin immunofluorescence imaging; normalized: neutral wells 0, TNF-alpha wells 100; activation, % at 7.58 µM; hit rate 0.37% among 260,000;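 active = mean E-selectin-positive cell signal at least 10% of the positive control, reached in at least 60% of replicates, without over 20% cell loss; inconclusive = no rule given, readout overlaps actives, possibly toxicity-flagged; inactive = the rest, including those meeting only one limit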;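 note: in these data hits start at about 27%; measured in HUVEC primary endothelial cells; signal is the percent of cells scored E-selectin positive by PE staining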
Target sequence (P16581 whole entry, looked up): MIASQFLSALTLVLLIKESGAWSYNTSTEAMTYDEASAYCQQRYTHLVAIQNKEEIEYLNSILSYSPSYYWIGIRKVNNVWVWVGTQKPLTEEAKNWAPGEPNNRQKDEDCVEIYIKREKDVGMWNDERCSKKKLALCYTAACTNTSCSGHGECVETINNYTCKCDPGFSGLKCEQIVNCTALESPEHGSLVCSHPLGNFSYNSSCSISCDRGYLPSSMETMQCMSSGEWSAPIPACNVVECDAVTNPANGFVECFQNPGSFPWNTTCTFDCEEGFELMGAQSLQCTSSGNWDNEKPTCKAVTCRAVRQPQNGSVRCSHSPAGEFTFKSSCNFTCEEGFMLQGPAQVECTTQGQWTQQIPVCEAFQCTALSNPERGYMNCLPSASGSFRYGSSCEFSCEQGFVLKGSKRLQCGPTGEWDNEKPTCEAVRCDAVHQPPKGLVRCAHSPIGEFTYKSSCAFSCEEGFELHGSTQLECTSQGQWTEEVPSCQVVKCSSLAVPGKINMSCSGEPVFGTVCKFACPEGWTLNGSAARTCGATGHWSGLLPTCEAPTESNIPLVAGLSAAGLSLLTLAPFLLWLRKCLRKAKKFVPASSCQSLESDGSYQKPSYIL
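System: HUVEC / Compound: single concentration / Signal: immunofluorescence imaging / Read-out: percent E-selectin-positive cells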
GSIS activator = GLuc luminescence reporter in INS-1E cells, primary screen for activators of glucose-dependent secretion of insulin; INS-1E GLuc reporter insulin secretion, 2-3 h; activation, % at 16.6 µM; hit rate 0.61% among 370,000;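 active = lowest replicate activation of at least 40%, so every replicate reaches that level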;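 note: 0% = median of neutral control wells and 100% = median of IBMX positive control wells; some compounds called inactive have numbers as strong as hits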
Casp6 inh = inhibitors of human caspase-6; P55212; hit rate 0.53% among 350,000; AID 686996; purified caspase-6, Z-VEID-R110 cleavage fluorescence; inhibition, % at 12.5 µM;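 active = mean inhibition across replicates at least about 35%, with every replicate also reaching that limit, limit read from the data; inconclusive = only one of the two criteria met; inactive = neither criterion met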;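 note: 0% = median of neutral control wells and 100% = no fluorescence left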
Target sequence (P55212 24-179 limits assumed): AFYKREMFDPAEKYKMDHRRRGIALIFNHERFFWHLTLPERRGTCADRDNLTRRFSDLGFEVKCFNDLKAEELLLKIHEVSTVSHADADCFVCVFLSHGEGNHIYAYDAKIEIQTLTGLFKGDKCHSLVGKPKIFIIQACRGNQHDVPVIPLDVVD
Target sequence (P55212 194-293 limits assumed): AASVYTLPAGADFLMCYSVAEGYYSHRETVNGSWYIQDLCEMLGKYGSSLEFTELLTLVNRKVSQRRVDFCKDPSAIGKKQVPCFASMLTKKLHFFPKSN
XiGFP reactiv = reactivates the inactive X chromosome in mouse fibroblasts. activation, % at 7.58 µM. AID 743238. XiGFP mouse fibroblasts, % GFP-positive cells imaging, 3 d; cells co-treated with 5-aza-dC sensitizer; scaled so ellipticine positive control = 100%. hit rate 0.055% among 360,000;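 active = mean normalized replicate activation at least 10% and every replicate at or above 10%; inconclusive = only one of the two criteria met; inactive = mean below 10% and not all replicates reach 10%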;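 note: 0% = median of on-plate neutral control wells and 100% = ellipticine 6 µM median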
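System: 68-5-11 XiGFP fibroblast line; Timing: 3 days compound exposure; Compound dosing: one concentration, pinned; Benchmarks: positive control ellipticine, 6 µM final; Buffer or medium: DMEM containing 5-aza-dC.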
DENV2 CPE = inhibitors of DENV2 cytopathic effect; AID 651640; hit rate 1.7% among 350,000; CPE inhibition, % at 9.99 µM; DENV2-infected cells, cytopathic effect rescue, plate reader; in the data active = CPE inhibition above about 20%, passing the limit was not always enough; inconclusive = no clear call, values can overlap the other calls; tested in BHK-21 cells;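 note: 0% = median of neutral control wells and 100% = median of positive control wells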
* = called active by the depositor; ? = inconclusive; . = not tested or not shown. Random draw from the library. Share with any hit: about 3.7%.

Results follow in this order: RAD52 anneal inh	F508del corr	RAD54 branch	E-sel inducer	GSIS activator	Casp6 inh	XiGFP reactiv	DENV2 CPE
1	O=C(N/N=C/c1ccc2c(c1)OCO2)c1cc(-c2ccccc2)nc2ccccc12
→ -1	3.5	.	2.5	-5	.	0.1	-4
2	CN(CC(=O)Nc1ccc(Cl)cc1)C(=O)CCc1c[nH]c2ccccc12
→ -12	1.7	-3	.	-38	2	0.1	1
3	C[C@@H]1CCCCO[C@H](CN(C)C(=O)c2ccccc2)[C@H](C)CN([C@@H](C)CO)C(=O)c2cc(NC(=O)c3ccccc3)ccc2O1
→ -8	0.4	-5	.	-19	0	0.2	-3
4	COc1ccc(CNC(=O)C[C@H]2C=C[C@H](NC(=O)c3ccc4c(c3)OCO4)[C@@H](CO)O2)cc1
→ 7	0.4	-2	-0.3	-8	0	0.2	-1
5	CC1=C(C(=O)N2CCCCCC2)CC(CC(=O)NCc2ccco2)C(=O)N1Cc1ccccc1 (stereo not given)
→ -11	-0.8	-3	0.1	2	1	0.0	-1
6	N#C/C(=C\c1c[nH]c2ccccc12)C(=O)Nc1ncc(Cc2ccc(Cl)cc2Cl)s1
→ -20	.	.	.	.	-1	0.9	5
7	COc1cccc(-c2cc(C(=O)Nc3ccccc3)c3ccccc3n2)c1
→ -46	.	4	0.6	0	0	0.2	-3
8	C[C@H]1CCCCO[C@@H](CN(C)Cc2ccc3c(c2)OCO3)[C@@H](C)CN([C@@H](C)CO)C(=O)c2cc(NS(=O)(=O)c3ccccc3)ccc2O1
→ 35	0.2	-11	.	-21	3	0.1	-8
9	CC(C)(C)C(=O)Nc1ccc(/C=C/C(=O)c2ccco2)cc1
→ -54	-1.3	-2	0.2	-2	0	0.3	1
10	CCc1[nH]nc(C(=O)N2CCCC(C(=O)c3cccc(OC(C)C)c3)C2)c1C (stereo not given)
→ 7	1.2	-21	.	-21	1	1.4	0
11	C[C@@H]1CN([C@H](C)CO)C(=O)Cc2cc(NS(=O)(=O)c3ccc(F)cc3)ccc2O[C@@H]1CN(C)CC1CCCCC1
→ 11	0.5	2	-0.1	-1	1	-0.1	0
12	C/C=C/c1ccc([C@H]2[C@H](CO)N(C(=O)CC)[C@H]2CN(C)S(C)(=O)=O)cc1
→ .	2.7	3	0.1	1	.	0.4	15
13	O=C(NCC1CCCO1)C1CCN(C2CCN(Cc3ccco3)CC2)CC1 (stereo not given)
→ -13	-2.1	-9	.	2	-7	0.0	.
14	COc1ccccc1CN(C)C[C@H]1OCc2cnnn2CCCC(=O)N([C@H](C)CO)C[C@H]1C
→ 1	-1.1	0	-0.1	13	1	-0.1	11
15	CC(=O)Nc1ccc2c(c1)C(=O)N(C)[C@H]1CC[C@@H](CC(=O)NCCCN3CCOCC3)O[C@H]1CO2
→ -14	-1.7	5	0.3	8	.	0.2	.
16	Cc1cnn(C(=O)c2cc(-c3ccccn3)nc3ccc(Cl)cc23)c1
→ -5	-3.0	.	.	12	-2	0.1	-5
17	O=C(Nc1ccc(OC(F)(F)F)cc1)c1cccc(-n2cnnn2)c1
→ -5	-2.4	-5	0.0	-3	1	0.0	-1
18	Cc1cccc(NC(=O)CCCNC(=O)c2ccc(Cl)cc2)n1
→ -17	-0.1	5	-0.2	.	-2	0.1	2
19	O=C(CSCc1ccc(Cl)cc1Cl)Nc1nccs1
→ -8	-0.7	1	21	9	-2	0.3	-2
20	C[C@@H]1CN([C@H](C)CO)C(=O)CCCn2nncc2CO[C@@H]1CN(C)C(=O)Nc1ccccc1C(F)(F)F
→ 10	-1.6	3	0.0	10	-3	0.3	-5
21	Cn1c(=O)c2cc(NC(=O)Cc3ccccc3F)ccc2n1C/C=C/c1ccccc1
→ -42	-0.9	-19	0.0	.	2	0.1	9
22	O=C(N[C@H]1CC[C@H](CCn2cc(-c3cccnc3)nn2)O[C@H]1CO)c1ccccc1F
→ 2	3.5	1	-1.4	9	2	-0.7	-5
23	O=[N+]([O-])c1ccc2c(c1)nc1n2CCCCC1
→ -5	6.0	.	.	7	-3	0.0	-2
24	Cc1ccc(/C=C/C(=O)N2CCN(S(=O)(=O)/C=C/c3ccccc3)CC2)o1
→ -9	2.7	.	3.0	-33	0	?	5
25	O=C(CN1C(=O)NC2(CCCC2)C1=O)OCc1ccc(Cl)cc1Cl
→ -3	1.8	-2	.	-7	1	0.4	-30
26	O=C(Nc1ccc(Cl)cc1)c1csc(Cc2ccccc2)n1
→ -7	2.5	.	.	-5	-4	0.1	.
27	CCCc1cc(=O)oc2c(CN3CCN(C)CC3)c(O)ccc12
→ -11	-1.5	-1	0.8	2	-2	0.1	?
28	O=C(c1ccc(NS(=O)(=O)c2cccs2)cc1)N1CCN(c2ccccc2Cl)CC1
→ -14	-4.2	-7	.	-12	2	0.0	5
29	CCO[C@H]1OC(C(=O)NCc2ccccc2)=C[C@@H](C)[C@@H]1CCCO
→ -6	3.5	3	1.1	21	-1	0.1	4
30	Cc1ccc(S(=O)(=O)NCCC(=O)Nc2ncccc2O)cc1C
→ -10	0.8	.	-1.7	23	2	0.5	-5
31	COc1cc(OC)cc(C(=O)N2CCN(C3CCCCC3)CC2)c1
→ -11	-0.6	0	0.2	9	-5	0.2	9
32	Cc1cc(C(=O)N/N=C2/CC(C)CC(C)(C)C2)c(C)o1 (stereo not given)
→ -8	-4.4	.	-0.4	-8	0	0.1	-1
33	CCOCCCn1c(=S)[nH]c2cc(C(=O)NCC(OC)OC)ccc2c1=O
→ -16	-1.3	4	.	4	-2	0.3	7
34	Cc1nn(-c2ccccc2Cl)c(Cl)c1/C=C(\C#N)C(N)=O
→ -3	.	.	0.5	64*	0	0.3	1
35	O=C(C[C@H]1C[C@H](C(=O)N2CCCCC2)[C@@]2(CCc3ccccc3)c3[nH]c4cc(-c5ccco5)ccc4c3CCN2C1=O)NCc1cccc(C(F)(F)F)c1
→ -35	-3.4	-9	.	-4	-2	0.5	3
36	O=C(CNC(=O)c1ccccc1F)N/N=C/c1ccc2c(c1)OCO2
→ -6	-0.4	-10	15	0	-2	0.2	-5
37	CS(=O)(=O)c1ccc(-c2nnn(CC(=O)Nc3ccc4c(c3)OCCO4)n2)cc1
→ -9	-2.6	6	0.7	20	.	0.0	4
38	CCOc1ccc(CCNC(=O)Cc2ccc(NC(=O)C3=C(C)OCCS3)cc2)cc1
→ -25	1.8	5	.	8	-1	0.0	20
39	COc1cc2sc(-c3ccc(S(C)(=O)=O)cc3)c(C(=O)NCc3ccc(C)o3)c2cc1OC
→ -8	-2.0	1	-0.2	-5	0	0.0	5
40	C[C@@H]1CCCCO[C@H](CN(C)Cc2ccc(Cl)c(Cl)c2)[C@H](C)CN([C@@H](C)CO)C(=O)c2cc(NC(=O)NC3CCCCC3)ccc2O1
→ -7	3.4	-1	-0.1	-16	-1	-1.1	5
41	COCCNC(=O)C[C@@H]1C[C@H]2c3cc(NC(=O)NC4CCCCC4)ccc3O[C@H]2[C@@H](CO)O1
→ 7	-1.3	-9	-0.1	8	2	-0.1	17
42	Cc1ccc(OCC(=O)NCCCNC(=O)c2cccnc2)cc1
→ 11	-1.2	-5	0.1	31	3	0.0	-3
43	COc1cc2c(cc1OC)[C@@H](NC(=O)CCc1ccccc1)[C@H](OCc1ccccc1)C2
→ 4	-3.0	3	0.3	-14	-1	-0.1	-12
44	O=C(c1cccc(F)c1)N1CC(=O)N2[C@H](CO)[C@H](c3ccc(C4=CCCCC4)cc3)[C@@H]2C1
→ 13	1.9	.	0.0	-24	1	0.0	15
45	C[C@@H]1CN([C@@H](C)CO)C(=O)Cc2cc(NS(=O)(=O)c3ccc(Cl)cc3)ccc2O[C@H]1CN(C)Cc1ccc(Oc2ccccc2)cc1
→ 40	-0.7	3	-0.3	-9	1	-1.0	0
46	C[C@@H]1CCCCO[C@H](CN(C)C)[C@H](C)CN([C@H](C)CO)C(=O)c2cc(NC(=O)C3CCCCC3)ccc2O1
→ -7	-1.8	10	0.0	12	0	0.0	-3
47	O=C1CSC(c2ccc([N+](=O)[O-])cc2)N1c1ccc(O)cc1 (stereo not given)
→ 15	0.7	-8	.	25	-2	0.0	2
48	COc1ccc(/C=C2/C(=O)N(c3ccccc3)N=C2C)cc1OC
→ -4	-1.1	5	0.0	6	4	0.0	-4
49	CN(c1ccccc1)c1nc(N)c([N+](=O)[O-])c(N2CCOCC2)n1
→ -8	0.7	.	.	45*	1	0.0	1
50	Cc1ccc(C(=O)N2CCN(S(=O)(=O)c3ccc(C)cc3)CC2)cc1
→ 9	-1.1	.	.	0	1	0.0	3
51	CCCCCCOc1ccc(OC(=O)c2ccncc2)cc1
→ -4	.	3	.	6	-3	.	.
52	CCC(C)(C)NC(=O)C(c1ccncc1)N(C(=O)Cn1nnc2ccccc21)c1cc2c(cc1C(C)=O)OCO2 (stereo not given)
→ -4	-1.8	12	.	5	1	0.1	-9
53	COc1ccccc1CN1[C@H](CO)[C@@H]2c3ccccc3N(C(=O)C3CCCC3)C[C@@H]21
→ 3	0.9	-22	-0.1	-11	2	0.0	14
54	Cc1cc(Br)c(S(=O)(=O)NCc2cccnc2)cc1C
→ -4	0.0	-2	.	33	1	0.0	0
55	O=C(COC(=O)c1ccc(S(=O)(=O)C(F)F)cc1)NC(=O)NC1CCCCC1
→ -1	-2.5	2	-0.2	-22	3	0.0	5
56	C=CCN1C(=O)c2ccc(C(=O)N3CCN(S(=O)(=O)c4cccc(Cl)c4)CC3)cc2C1=O
→ 1	-1.8	-17	.	14	-1	-0.1	6
57	CC1=NN(C(N)=S)C(C)(C)C1
→ -2	.	.	.	-2	-1	0.2	4
58	C=CCn1c(O)c(N=Nc2ccccc2)c2ccccc21
→ -3	-5.3	3	0.3	17	0	0.2	9
59	CNc1cncc(-c2cccnc2)n1
→ 3	-1.8	-7	-5.2	.	-1	0.0	3
60	C[C@@H]1CN([C@H](C)CO)C(=O)c2cc(NS(=O)(=O)c3cccs3)ccc2O[C@@H](C)CCCCO[C@@H]1CN(C)CC1CC1
→ .	-0.5	2	0.1	-1	.	0.2	4
61	CCNC(=O)C[C@H]1CC[C@@H]2[C@H](COc3ccc(NC(=O)Nc4cccc(F)c4)cc3C(=O)N2C)O1
→ -3	-1.3	-3	0.4	-5	1	0.1	12
